S1P4 antag – human S1P4 receptor antagonism. S1P4-expressing cells, antagonist mode, reporter read-out. inhibition, % at 4.98 µM. hit rate 0.26% among 220,000. AID 1510; in the data active means inhibition above about 29%;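 further: 0% = wells stimulated with agonist and 100% = vehicle wells without agonist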
PERK inh – blocks human PERK kinase. hit rate 0.17% among 220,000. inhibition, % at 5.6 µM. CHO PERK-DD fusion, SEAP luminescence translation reporter. AID 1416. Q9NZJ5;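 active means inhibition above the mean inhibition of all tested compounds plus 3 SD, set separately per screening campaign, cut at about 2.9% in these data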;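 further: PERK kinase domain activated by AP20187 dimerizer at 100 nM; 0% = DMSO with dimerizer and 100% = rapamycin at 8.4 µM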
S1P4 ag – activates the human S1P4 receptor. AID 1509. hit rate 0.35% among 220,000. activation, % at 4.98 µM. O95977. S1P4-expressing cell line, agonist reporter assay; in the data active means activation above about 11%;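 further: 0% = DMSO vehicle and 100% = reference agonist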
TRPN1 ag – zebrafish TRPN1 (NompC) channel agonism | HEK293 zebrafish TRPN1-YFP, Fluo-8 calcium fluorescence; 100% = response to 87 µM carbachol | activation, % at 3 µM | hit rate 0.18% among 220,000;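 active means activation above its plate's cutoff, the mean activation of test wells on that plate plus 3 SD, cut at about 19% in these data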;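 further: 0% = DMSO alone and 100% = 87 µM carbachol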
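Material: zebrafish TRPN1-YFP in HEK293 cells. Doses: one dose of 3 µM, 0.3% DMSO. Incubation: dye 1 h 37 °C plus 30 min RT. Measured by: intracellular calcium fluorescence with Fluo-8.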
EP2 mod – EP2 receptor (human) modulation | EP2-expressing cells, cAMP HTRF FRET, PGE2 co-stimulation | induction, % at 25 µM | hit rate 0.83% among 260,000;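 active means compounds whose cAMP rise, as percent of the full-agonist control response, exceeds 60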;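 further: rat C6 glioma line stably carrying human EP2 under a CMV promoter; the protocol text gives 20 µM as final concentration; 100% = response of wells given 1 µM PGE2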
Target sequence (P43116 whole entry, looked up): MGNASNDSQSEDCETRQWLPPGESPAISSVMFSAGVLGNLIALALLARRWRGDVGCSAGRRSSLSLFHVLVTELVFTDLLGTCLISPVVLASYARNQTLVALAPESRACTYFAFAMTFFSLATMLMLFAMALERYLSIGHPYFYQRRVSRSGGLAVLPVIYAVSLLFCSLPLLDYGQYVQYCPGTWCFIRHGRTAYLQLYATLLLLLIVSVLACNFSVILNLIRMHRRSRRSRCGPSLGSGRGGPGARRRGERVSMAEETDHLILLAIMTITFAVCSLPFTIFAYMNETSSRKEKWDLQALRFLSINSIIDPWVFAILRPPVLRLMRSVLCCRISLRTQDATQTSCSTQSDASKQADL
BaF3 tox – counter-screen for JAK2V617F inhibitors: parental Ba/F3 viability inhibitors; AID 1486; inhibition, % at 5.6 µM; hit rate 1.1% among 220,000; CellTiter-Glo ATP luminescence;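 active means inhibition above a per-campaign cutoff, the mean inhibition of all tested compounds plus 3 SD, cut at about 27% in these data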;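 further: 0% = DMSO wells and 100% = JAK Inhibitor I control wells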
TRPML3 agonist – activates the human TRPML3 channel | hit rate 0.29% among 220,000 | HEK293 TRPML3-YFP, Fluo-8 calcium fluorescence; 100% = the carbachol control signal | activation, % at 3 µM;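 active means activation above its plate's cutoff, the mean activation of the plate's test wells plus 3 SD, cut at about 12% in these data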;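 further: 0% = DMSO only wells and 100% = carbachol wells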
Target sequence (Q8TDD5 whole entry, looked up): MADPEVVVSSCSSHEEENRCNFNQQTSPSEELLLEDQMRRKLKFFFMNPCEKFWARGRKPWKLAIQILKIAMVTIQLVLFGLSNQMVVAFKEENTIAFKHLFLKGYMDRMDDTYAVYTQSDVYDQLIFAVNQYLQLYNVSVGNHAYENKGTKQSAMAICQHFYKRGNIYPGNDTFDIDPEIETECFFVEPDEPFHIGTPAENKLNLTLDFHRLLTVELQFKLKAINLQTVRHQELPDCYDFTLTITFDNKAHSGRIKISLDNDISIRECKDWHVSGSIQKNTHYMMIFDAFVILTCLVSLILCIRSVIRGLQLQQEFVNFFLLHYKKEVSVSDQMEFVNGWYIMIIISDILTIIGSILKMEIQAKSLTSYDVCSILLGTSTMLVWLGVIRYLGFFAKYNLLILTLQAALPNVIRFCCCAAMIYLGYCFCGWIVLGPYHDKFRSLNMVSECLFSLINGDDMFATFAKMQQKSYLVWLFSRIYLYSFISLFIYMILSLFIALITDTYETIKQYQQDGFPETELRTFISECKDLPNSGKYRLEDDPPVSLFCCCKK
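Test system: HEK293 cells stably carrying human TRPML3-YFP; Doses: single dose, 3 µM final nominal compound, 0.3% DMSO final; Schedule: dye loading 1 h 37 °C then 30 min ambient, 125 s read; Technique: Fluo-8 calcium fluorescence; Benchmarks: high control carbachol 87 µM, low control DMSO.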
Ba/F3 V617F tox – loss of viability in JAK2V617F-driven Ba/F3 cells; Ba/F3 EpoR-JAK2V617F viability, ATP luminescence; inhibition, % at 5.6 µM; hit rate 1.1% among 220,000;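 active means inhibition above the campaign mean plus 3 SD over all tested compounds, cut at about 24% in these data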;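 further: cytokine-independent growth of Ba/F3 cells driven by EpoR plus mutant JAK2; 0% = DMSO-treated cells and 100% = JAK inhibitor I control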
m-calpain inh – calpain II (pig) inhibition; inhibition, % at 16 µM; hit rate 0.37% among 220,000; purified calpain II, fluorogenic peptide substrate, 30 min; AID 1236;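 active means inhibition above about 50%, limit read from the data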
Numbers without * were called inactive; & = joins results of further samples.

The line under a structure holds: Ba/F3 V617F tox, S1P4 antag, EP2 mod, TRPN1 ag, m-calpain inh, TRPML3 agonist, BaF3 tox, S1P4 ag, PERK inh
> C=C(C)CC(NCCc1ccccc1)c1ccco1 (stereo not given)
→ 2, -10, 20, 1.4, -35, 1.1, 8, 3.3, 1.2
> O=c1cc(/N=C/c2coc3c(ccc4ccccc43)c2=O)[nH]c(=S)[nH]1
→ 3, -15, 5, 1.4, -16, 0.5, 9, 0.4, 0.3
> O=P(CCNCc1ccco1)(c1ccccc1)c1ccccc1
→ -4, -13, 11, -1.1, -4, -0.6, -2, 0.1, 0.1
> CC(C)NC(=O)NC(=O)COC(=O)c1ccccc1F
→ -2, -5, 9, 1.4, -11, 0.8, 3, 0.9, 1.2
> CC(C)C(=O)Nc1c(O)c2ccccc2[nH]c1=O
→ -5, -12, -17&8, -0.8, -30, 0.2, 0, 0.5, 0.8
> CC1CCC2(CC1)OCC1(CCC3(COC4(CCC(C)CC4)OC3)C1=O)CO2 (stereo not given)
→ -1, 14, 8, 0.0, 11, -0.4, -1, -1.0, 0.8
> O=C(NC1CCCc2ccccc21)C1CCN(C(=O)c2sccc2-n2cccc2)CC1 (stereo not given)
→ 2, -7, -10, 0.9, 1, -0.5, 11, -0.3, 0.0
> Cn1cnnc1Sc1ccc(/C=C(\CCC(=O)O)c2nc3ccccc3s2)cc1[N+](=O)[O-]
→ -3, -10, -23, -1.4, -52, 0.5, 0, 2.3, -0.3
> O=C(Nc1ccc2c(c1)OCCO2)c1cnccn1
→ 1, 9, 22, -0.4, -29, 1.1, 4, -2.8, 1.3
> O=C(O)CCCCCNC(=O)c1ccccc1Br
→ -1, -5, 27, 0.8, -39, 0.9, 4, 1.3, 0.7
> Cc1ccc(N=CC2=C(O)CC(c3ccccc3Cl)CC2=O)cc1 (stereo not given)
→ -2, -34, -9, -1.4, -31, 1.2, -1, -0.2, 1.1
> CC(C)(C)c1ccc(-c2cc(C(=O)NNC(=O)Nc3ccccc3)c3ccccc3n2)cc1
→ -1, 3, -35, -0.7, -244, 0.8, 2, -1.6, -1.9
> CCCOC(=O)C1=C(C)NC2=C(C(=O)C(C(=O)OC)C(C)C2)C1c1ccc(N(CC)CC)cc1 (stereo not given)
→ 0, 0, 15, -1.4, -48, -0.3, 7, -2.0, -1.4
> CCOC(=O)N1CCC(NC(=O)c2cc(C(=O)Nc3ccc(S(=O)(=O)N4CCOCC4)cc3)ccc2CO)CC1
→ 2, -6, 6, 0.4, 5, 0.9, 4, 2.5, 0.6
> CCc1ccc2ncc(C(=O)c3ccccc3)c(N3CCOCC3)c2c1
→ 3, -15, 20, -1.5, 18, -0.1, 6, 0.5, 0.2
> CCN(CC)c1cc(C)c2cc(NC(=O)c3ccccc3OC)ccc2n1
→ 1, -8, -58, 1.0, -2, -0.3, 5, 1.4, 0.4
> COc1cccc(CNC(=O)C2CCC(CNS(=O)(=O)c3cccc4nsnc34)CC2)c1 (stereo not given)
→ -2, 7, 8, 1.3, -5, 0.8, 5, 0.1, -0.4
> CC(=O)Nc1ccc(S(=O)(=O)N2CCc3ccccc3C2)cc1
→ 0, 8, -4, 1.0, 16, 0.3, 2, -2.0, 0.7
> Cc1ccc(OCC(=O)NS(=O)(=O)c2ccccc2)cc1
→ 2, 7, 11, 1.2, 7, 1.0, 3, 0.6, -0.4
> C(=N\n1cnnc1)/c1cccc2ccccc12
→ -2, -6, -11, 1.4, -57, 0.1, 3, -0.9, 1.4
> CCn1c(SCC(=O)Nc2nc(C)cs2)nnc1-c1ccoc1C
→ -2, -1, -3, -1.4, 1, 0.4, 5, -0.2, -0.5
> C(=N/N1CCN(c2ccccc2)CC1)/c1cccs1
→ -1, -5, 17, -0.6, -4, 0.9, 3, 3.3, 1.1
> Cc1ccc(CNCc2cc3c(C(C)(C)C)nn(-c4ccccc4)c3[nH]c2=O)cc1
→ -4, 0, 4, -1.4, -68, 0.1, 1, -4.2, -1.1
> COc1ccc(S(=O)(=O)N2CCN(CCC(=O)Nc3ccccc3F)CC2)cc1
→ 2, -10, 4, -0.2, 20, -0.2, 7, 0.8, -1.1
> O=[N+]([O-])c1cc(C(F)(F)F)cc([N+](=O)[O-])c1NCCNC(=S)Nc1ccc(Cl)c(Cl)c1
→ 1, 0, -29, 6.4, 21, -0.6, -2, -0.3, -0.9
> O=C(NCCN1CCCC1)C1COc2ccccc2O1 (stereo not given)
→ -6, -3, -2, -0.3, -2, 0.2, -2, -0.3, -0.6
> Cc1ccc(N=C2c3ccccc3C(=O)C2[N+](=O)[O-])cc1C (stereo not given)
→ -3, -7, 2, 0.6, -7, 0.9, 5, 1.3, 0.4
> CCOC(=O)N1CCC(=C2c3ccc(Cl)cc3CCc3cccnc32)CC1
→ 3&11, 3&2, 53&49&50, -2.9&-2.8, 0&8, -1.2&-1.5, 4&-9, 0.5&1.5, -1.5&-0.1
> COc1ccc(NC(=O)C2CC2)cc1-n1cnnn1
→ 1, 8, 8, 1.2, -13, 1.4, 2, -0.8, 2.0
> O=C(O)c1ccc(NS(=O)(=O)c2cc(Cl)ccc2Cl)cc1
→ -1, -9, -4, 1.7, 8, 1.0, 2, -1.1, 1.5
> O=S(=O)(NCCC1CC1(Cl)Cl)c1ccccc1 (stereo not given)
→ -2, 9, 3, 0.0, -11, -0.5, -1, -0.8, 1.4
> Cc1onc(C(=O)NC(C)c2ccccc2)c1[N+](=O)[O-] (stereo not given)
→ -4, -13, 7, 2.5, -15, 0.7, -1, 0.6, 0.8
> CC(C)(C)n1nc(-c2ccc(F)cc2)c2c(N)ncnc21
→ -3, -23, -7, 0.4, -21, -0.1, -2, 0.2, -0.6
> O=C1C2C3C=CC(C4CC34)C2C(=O)N1/N=C/c1ccc([N+](=O)[O-])o1 (stereo not given)
→ -2, 12, -65, 0.3, -6, 1.0, -6, 1.8, 0.6
> CCCc1cc(=O)oc2cc(OCC(=O)N(C)C)c(Cl)cc12
→ 3, -23, -3, 1.1, -80, 0.5, 0, -0.8, -0.4
> O=C(NCC1CCCO1)C1CCN(S(=O)(=O)Cc2ccccc2)CC1 (stereo not given)
→ -6, 6, 7, 0.6, 5, 0.3, 1, 0.1, -1.2
> Cc1ccc2c(c1)nnn2C1CCN(CC(=O)Nc2ccc3c(c2)OCCO3)CC1
→ -1, -13, -30, -0.1, -13, 0.2, 2, -0.6, -0.9
> CCOC(=O)N1CCC(N2CCN(S(=O)(=O)c3ccc(C)cc3)CC2)CC1
→ 2, -3, 6, 1.1, -13, 0.3, 7, 0.5, -2.1
> CCCCn1c(SCC(=O)Nc2cc(C)on2)nc2ccsc2c1=O
→ 1, 7, 10, -0.1, 10, 0.2, 0, 0.5, -0.9
> Oc1ccc(/C=N/Nc2nc(N3CCCCCC3)nc(N3CCCCCC3)n2)c(O)c1
→ 47*, 8, 22, 0.5, -77, 0.4, 34*, 1.0, -0.1
> CCOc1cccc(/C(O)=C2/C(=O)C(=O)N(CCOC)C2c2ccco2)c1 (stereo not given)
→ 1, -4, 1&-8, -0.2, -12, -0.2, 2, 2.0, 0.3
> C=C(C)c1ccc(C(C)(C)NC(=O)N(Cc2ccccc2)Cc2ccco2)cc1
→ 2, -13, 9, -0.5, 25, -0.9, 4, 0.7, 0.1
> CN(C)S(=O)(=O)c1ccc(NC(=O)c2cc(-c3cccs3)nc3ccccc23)cc1
→ -4, 16, 1, 1.6, -63, 1.3, -2, 1.4, -0.6
> CCCCOc1ccc(CSCCN)cc1Cl
→ 0, -7, -47, 0.6, 9, 1.6, -3, -1.2, 1.0
> C/C(=N/Nc1nc(-c2ccc(Cl)cc2)cs1)c1cccs1
→ 0, 8, 6, -0.1, -25, 0.9, 4, -3.0, 0.3
> O=C(Cc1cccc2ccccc12)N1CCN(c2ncccn2)CC1
→ 0, -21, -5, -0.5, -21, 0.7, 6, 9.1, -0.2
> O=C(CCC(=O)c1ccc(Oc2ccccc2)cc1)Nc1cccc(Cl)c1Cl
→ -2, -7, -18, 2.5, 6, 0.5, 0, 1.8, 1.4
> COc1cc(OC)cc(-c2nc3nc(C)c(CCC(=O)NCC(OC)OC)c(C)n3n2)c1
→ 3, -5, 2, -0.9, 5, 0.2, 8, -0.8, 0.2
> Cc1ccc(CNC(=O)COC(=O)CCCOc2ccc(Cl)cc2Cl)cc1
→ 1, -5, 17, -0.5, 2, 0.9, 4, 0.2, 1.3
> CC(=O)Nc1cccc(C(=O)Nc2nc(C)cs2)c1
→ -2, -22, -28, 0.5, 16, 0.7, 0, 1.3, 0.5
> O=C1CCC(=O)N1c1ccc(CSc2nc3ccccc3[nH]2)cc1
→ 2, -2, 8, 3.2, -11, 0.4, 2, 1.5, -0.3
> O=C(Cn1cc([N+](=O)[O-])cn1)Nc1ccccn1
→ 0, 2, 25, 0.1, -35, 0.7, 0, -0.3, 1.1
> Cc1ccc(NC(=O)NC2(C(=O)NCc3ccccc3)CCCCC2)cc1
→ 4, -20, 22, 0.4, 6, 0.0, 3, -1.7, -0.5
> c1cc(C2CCN(Cc3nc(-c4ccc5c(c4)OCO5)no3)CC2)ccn1
→ -3, 1, -30, 5.8, -5, 3.1, -1, 1.4, 0.3
> CC(NS(C)(=O)=O)C(c1cccs1)N1CCN(c2ccccc2)CC1 (stereo not given)
→ -6, -13, 2, -0.2, 1, 0.8, -1, 3.4, -0.1
> Cc1nc(NCCN)c(C#N)c2c1COC(C)(C)C2
→ -2, -13, 14, 0.8, 1, 1.1, 8, -0.5, 0.6
> NS(=O)(=O)c1ccc(CCNC(=O)COC(=O)CC(c2ccccc2)c2ccccc2)cc1
→ -1, -10, -50, 7.2, 15, 0.2, 4, -1.9, 1.4
> CCCCCC(=O)N=Nc1c(O)[nH]c2ccc([N+](=O)[O-])cc12
→ 1, -21, -11, -1.3, -36, 1.1, 3, 2.3, 0.8
> Cc1ccc(NC(=S)NNc2ncc(C(F)(F)F)cc2Cl)cc1
→ 7, -13, 5, 4.1, 30, 2.0, 6, -1.5, -0.3

An excerpt from above in order of number of heavy atoms, falling.
The line under a structure holds: Ba/F3 V617F tox, S1P4 antag, EP2 mod, TRPN1 ag, m-calpain inh, TRPML3 agonist, BaF3 tox, S1P4 ag, PERK inh
> Oc1ccc(/C=N/Nc2nc(N3CCCCCC3)nc(N3CCCCCC3)n2)c(O)c1
→ 47*, 8, 22, 0.5, -77, 0.4, 34*, 1.0, -0.1
> CN(C)S(=O)(=O)c1ccc(NC(=O)c2cc(-c3cccs3)nc3ccccc23)cc1
→ -4, 16, 1, 1.6, -63, 1.3, -2, 1.4, -0.6
> CCCCn1c(SCC(=O)Nc2cc(C)on2)nc2ccsc2c1=O
→ 1, 7, 10, -0.1, 10, 0.2, 0, 0.5, -0.9

Source: PubChem
